Compound activity as filed in PubChem BioAssay.
Kir21 block: Kir2.1 (mouse) channel inhibition. HEK293-Kir2.1, FluxOR thallium flux fluorescence; active compounds read low. B-score at 10 µM. 310,000 tested, 0.85% active;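 active = fluorescence ratio B-score at or below minus 3 SD of library scores, with starting-brightness B-score within 2 SD, cut at about -4.2 in these data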;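 note: channel flux triggered by added potassium and thallium sulfate stimulus; B-score of peak minus minimum fluorescence over baseline after thallium stimulus; more negative B-score means stronger Kir2.1 block with less thallium influx; some compounds called inactive have numbers as strong as hits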
Target sequence (P35561 whole entry, looked up): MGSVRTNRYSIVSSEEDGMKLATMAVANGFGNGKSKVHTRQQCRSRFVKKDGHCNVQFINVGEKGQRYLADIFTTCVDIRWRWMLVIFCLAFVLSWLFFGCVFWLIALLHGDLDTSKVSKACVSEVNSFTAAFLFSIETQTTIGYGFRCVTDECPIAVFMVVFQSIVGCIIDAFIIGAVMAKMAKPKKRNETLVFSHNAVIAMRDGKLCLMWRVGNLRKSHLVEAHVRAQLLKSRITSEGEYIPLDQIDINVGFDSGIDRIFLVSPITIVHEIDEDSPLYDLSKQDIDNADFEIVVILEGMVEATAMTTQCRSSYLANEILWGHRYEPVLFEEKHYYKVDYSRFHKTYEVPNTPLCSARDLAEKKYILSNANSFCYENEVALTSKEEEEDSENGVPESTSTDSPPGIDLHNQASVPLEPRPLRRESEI
STK33 kinase inh: inhibitors of human STK33 kinase. Q9BYT3. purified STK33, MBP phosphorylation, ADP-Glo luminescence. inhibition, % at 10 µM. 320,000 tested, 0.073% active;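 active = inhibition at or above 25%, using the most active replicate where run in duplicate; inactive = inhibition below 25%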
Target sequence (Q9BYT3 whole entry, looked up): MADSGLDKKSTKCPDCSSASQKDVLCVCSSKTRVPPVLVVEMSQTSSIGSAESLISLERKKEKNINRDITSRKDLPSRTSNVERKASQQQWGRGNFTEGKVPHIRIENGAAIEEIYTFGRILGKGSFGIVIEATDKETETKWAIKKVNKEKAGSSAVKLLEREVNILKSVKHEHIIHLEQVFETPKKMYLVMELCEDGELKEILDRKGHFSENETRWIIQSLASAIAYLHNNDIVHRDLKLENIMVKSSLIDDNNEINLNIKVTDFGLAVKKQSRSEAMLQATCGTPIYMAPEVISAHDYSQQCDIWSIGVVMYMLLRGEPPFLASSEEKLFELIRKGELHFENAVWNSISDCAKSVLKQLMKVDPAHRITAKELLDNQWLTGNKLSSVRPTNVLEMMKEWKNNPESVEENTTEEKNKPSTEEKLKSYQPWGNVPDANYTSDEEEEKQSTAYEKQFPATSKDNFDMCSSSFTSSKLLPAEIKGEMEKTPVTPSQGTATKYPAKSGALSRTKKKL
Numbers without * were called inactive; . = not tested or not shown.

entry	Kir21 block	STK33 kinase inh	SMILES
1	-0.85	-2.3	CCOC(=O)N1CCN(S(=O)(=O)c2ccc(C(=O)NNc3nc4c(C)cc(C)cc4s3)cc2)CC1
2	-0.13	0.4	CCC(C)NCCOCCOc1ccc(C)cc1Br (stereo not given)
3	-0.98	-0.8	Cc1cccc(C)c1NC(=O)c1cccnc1
4	-3.1	1.4	C(#Cc1ccccc1)C[N+]1(CC#Cc2cccc3ccccc23)CCCC1
5	-0.01	-3.2	COc1ccc(Cl)cc1C(=O)NCCS(=O)(=O)N1CCN(c2ccccc2F)CC1
6	2.2	0.4	CCNc1nc(NCC)nc(N/N=C(\C)c2ccc(OC)cc2)n1
7	-0.35	7.9	COc1ccc(Cn2c(=O)c3cccnc3n(Cc3ccc([N+](=O)[O-])cc3)c2=O)cc1
8	0.27	-1.0	O=C(CSc1nnc(-c2ccco2)n1Cc1ccco1)N1CCOCC1
9	-1.2	-1.5	CC(=O)c1ccc(NC(=O)C2CCN(S(=O)(=O)c3cccs3)CC2)cc1
10	1.7	-1.4	COc1ccc(C(=O)N/N=C(\C)c2cccc(NC(=O)c3ccc(F)cc3)c2)c(OC)c1
11	-0.25	0.0	O=C(OCC(=O)N1CCN(C(=O)c2ccco2)CC1)C1=COCCO1
12	.	-1.3	CCOc1ccc(C(=O)CCC(=O)NCC(=O)Nc2c(C)cccc2C)cc1
13	0.3	-0.4	CC(=O)c1ccc(C(=O)N(CCN(C)C)c2nc3c(Cl)cccc3s2)cc1
14	-2	-0.7	COc1ccccc1N(CC(=O)NCCc1ccccc1)C(=O)CCC(=O)Nc1ccccn1
15	-1.8	-0.3	C=CCNC(=S)NNC(=O)c1ccc(Br)cc1
16	-0.36	-2.0	Cc1nnc(SCC(=O)N2CCC(Cc3ccccc3)CC2)n(N)c1=O
17	-0.45	1.9	O=c1cc(-c2ccccc2Cl)oc2c([N+](=O)[O-])c(O)cc(O)c12
18	1.1	0.4	O=C(NCC(c1cccs1)N1CCOCC1)c1cc(S(=O)(=O)N2CCOCC2)ccc1F (stereo not given)
19	1.6	1.1	O=C(CC(=O)NC1CCCCC1)N/N=C/c1cccc2ccccc12
20	-0.83	-1.3	COc1ccc(OC)c(NC(=O)C2C3CC4OC(=O)C2C4C3)c1 (stereo not given)
21	1	-1.3	Cc1nc(SCCc2ccccc2)[nH]c(=O)c1C
22	-1.3	-0.7	CCN(CC)c1nc(N2CCOCC2)nc2ccccc12
23	0.12	3.4	O=C(Nc1nc2ccccc2[nH]1)c1ccccc1OC(F)F
24	-0.55	-1.3	O=C(c1ccccc1[N+](=O)[O-])n1cnc2ccccc21
25	-0.26	-0.3	CC1(C)CCc2cc(-c3ccn(S(=O)(=O)c4ccccc4Cl)n3)ccc2O1
26	0.01	-0.3	O=S(=O)(NC1CC1)c1ccc(S(=O)(=O)N2CCCC(c3nc(-c4cccnc4)no3)C2)cc1 (stereo not given)
27	1.6	-0.8	CC(C)CNC(=S)N(CCCO)Cc1cc2cc3c(cc2[nH]c1=O)OCO3
28	-0.39	-2.3	CC(=O)Nc1ccc(OCC(O)Cn2c(CO)nc3ccccc32)cc1 (stereo not given)
29	1.3	-2.2	Cc1noc(C)c1CSCC(=O)Nc1nnc(CC(C)C)s1
30	2	-0.8	COCCCNC(=O)C1CCC(=O)N1Cc1ccccc1Cl (stereo not given)

13 entries from above, ordered by molar mass, falling:
entry	Kir21 block	STK33 kinase inh	SMILES
18	1.1	0.4	O=C(NCC(c1cccs1)N1CCOCC1)c1cc(S(=O)(=O)N2CCOCC2)ccc1F (stereo not given)
5	-0.01	-3.2	COc1ccc(Cl)cc1C(=O)NCCS(=O)(=O)N1CCN(c2ccccc2F)CC1
25	-0.26	-0.3	CC1(C)CCc2cc(-c3ccn(S(=O)(=O)c4ccccc4Cl)n3)ccc2O1
9	-1.2	-1.5	CC(=O)c1ccc(NC(=O)C2CCN(S(=O)(=O)c3cccs3)CC2)cc1
27	1.6	-0.8	CC(C)CNC(=S)N(CCCO)Cc1cc2cc3c(cc2[nH]c1=O)OCO3
12	.	-1.3	CCOc1ccc(C(=O)CCC(=O)NCC(=O)Nc2c(C)cccc2C)cc1
8	0.27	-1.0	O=C(CSc1nnc(-c2ccco2)n1Cc1ccco1)N1CCOCC1
16	-0.36	-2.0	Cc1nnc(SCC(=O)N2CCC(Cc3ccccc3)CC2)n(N)c1=O
11	-0.25	0.0	O=C(OCC(=O)N1CCN(C(=O)c2ccco2)CC1)C1=COCCO1
29	1.3	-2.2	Cc1noc(C)c1CSCC(=O)Nc1nnc(CC(C)C)s1
15	-1.8	-0.3	C=CCNC(=S)NNC(=O)c1ccc(Br)cc1
22	-1.3	-0.7	CCN(CC)c1nc(N2CCOCC2)nc2ccccc12
24	-0.55	-1.3	O=C(c1ccccc1[N+](=O)[O-])n1cnc2ccccc21

Carrying on:
entry	Kir21 block	STK33 kinase inh	SMILES
31	0.55	-0.1	Cc1c(NC(=O)Nc2ccc([N+](=O)[O-])cc2)c(=O)n(-c2ccccc2)n1C
32	0.03	-1.2	O=C(Cn1nc(-c2ccccc2)c2ccccc2c1=O)Nc1ccc(F)cc1
33	0.04	-0.6	O=C(NC1CC1)C1=C[C@@H](c2ccc(Br)cc2)C[C@@H](OCCCCO)O1
34	1.6	0.9	Cc1cccc(NC(=O)[C@H](Cc2c[nH]c3ccccc23)NC(=O)[C@@H]2Cc3ccccc3CN2)c1
35	0.1	1.6	O=c1[nH]c2ccc(S(=O)(=O)N3CCCC3)cc2[nH]1
36	1.1	0.3	CN(C)CCN(C(=O)c1ccc2ccccc2c1)c1nc2c(F)cc(F)cc2s1
37	0.62	.	CCNC(=O)CSc1nc2ccccc2c(=O)n1-c1cccc(OC)c1
38	1.3	-3.2	Cc1ccccc1-c1cnn(-c2cccc([N+](=O)[O-])c2)c1N
39	1.1	5.5	CCOc1ccc(-c2nc(CSCC(=O)N3CCN(c4cccc(OC)c4)CC3)c(C)o2)cc1
40	.	-1.2	C=CCOc1cccc(C2C(C(=O)c3ccc(C)o3)=C(O)C(=O)N2CCN(C)C)c1 (stereo not given)
41	-0.23	-1.0	CC(C)(C)NC(=O)NC(=O)COC(=O)CCC1CCCCC1
42	-0.17	-0.7	Cc1cccc([N+](=O)[O-])c1NC(=O)CN(Cc1ccccc1)Cc1ccccc1
43	0.3	-0.3	CCOCCCNC(=O)CCc1ccc(S(=O)(=O)Nc2ccc(C)cc2)cc1
44	0.5	-1.3	COc1ccccc1CC(=O)Nc1ccccc1O
45	-0.04	0.1	CCc1nnc(NC(=O)[C@@H](NC(=O)c2cccc(S(=O)(=O)N(CC)CC)c2)C(C)C)s1
46	-0.3	0.5	COc1ccc(CCN2C(=NC(=O)CCC(=O)O)SC3CS(=O)(=O)CC32)cc1 (stereo not given)
47	0.34	-0.3	COc1ccc(C(CCc2ccc(C)o2)NC(=O)Nc2ccc(OC)cc2OC)cc1 (stereo not given)
48	0.82	1.5	COC(=O)Cn1c2ccccc2c2nc(=O)cc(C)n21
49	0.89	-0.8	CC(OC(=O)c1ccc2c(=O)n3c(nc2c1)CCCCC3)C(=O)Nc1ccc(Cl)cn1 (stereo not given)
50	0.47	-4.1	C/C(=N/NC(=O)CNC(=O)CCc1ccccc1)c1ccc(Cl)c(Cl)c1
51	1.9	-0.1	O=C1CCCN1c1ccc(Br)cc1
52	-0.09	-0.4	COc1cc([N+](=O)[O-])ccc1NC(=O)CN1CCc2cc(OC)c(OC)cc2C1
53	-0.2	-1.9	CSc1nc(N2CCN(Cc3ccc4c(c3)OCO4)CC2)c2ccccc2n1
54	-1.1	-0.2	CCN(CCO)C(=O)C12CCC(C)(C(=O)C1)C2(C)C (stereo not given)
55	1.8	0.3	Nc1nc(/C=C/c2ccc(F)cc2)nc(-c2ccccc2O)n1
56	-0.84	-1.4	COc1cccc(CNC(=O)C2CCCN(S(=O)(=O)c3cnc[nH]3)C2)c1 (stereo not given)
57	0.35	-0.2	COc1ccccc1CCNC(=O)Cn1ccc2cc(S(=O)(=O)N3CCCC3)ccc21
58	-0.28	0.0	CCC(=O)OCC(=O)Nc1ncc(C(F)(F)F)cc1Cl
59	-0.56	-1.7	Cc1nnc(NC(=O)C2CCCN2C(=O)Nc2ccccc2)s1 (stereo not given)
60	-3.6	-0.5	Cc1[nH]c(=O)c(C(=O)/C=C/c2ccccc2F)c2c1CCCC2
61	-6.9*	1.7	Cc1onc(-c2ccccc2)c1CNS(=O)(=O)c1ccccc1[N+](=O)[O-]
62	0.8	0.1	Cc1ccc(-c2nn3cnnc3c3ccccc23)cc1C
63	0.05	2.2	Cc1cc(C)cc(N2C(=O)CC(N3CCOCC3)C2=O)c1 (stereo not given)
64	1.1	.	CC(C)=CC(=O)Nc1nc2ccc([N+](=O)[O-])cc2s1
65	-0.1	0.3	O=C(CN1C(=O)C2CC=CCC2C1=O)Nc1nc2ccccc2[nH]1 (stereo not given)
66	0.64	-0.1	Nc1ccc2nc(COc3ccccc3)[nH]c2c1
67	-1	0.2	COc1ccc(CC(=O)NCc2ccccc2)cc1S(=O)(=O)N1CCOCC1
68	.	-0.7	Cc1ccc2nc(COC(=O)c3ccc(Cl)nc3)cc(=O)n2c1
69	-3	-1.0	CCn1c(SCC#N)nc2c(c1=O)C1(CCCC1)Cc1ccccc1-2
70	-0.3	-3.3	CC(=O)Nc1ccc2sc(NC(=O)CN3CCOCC3)nc2c1
71	2	-0.4	Cc1cccc(NC(=O)CSc2nc(C3CC3)nc3ccccc23)c1
72	-0.02	-1.3	COc1ccc(NC(=O)Cn2c(-c3ccccc3)cn(-c3ccc(C)cc3)c2=O)cc1
73	-0.01	-2.2	CCCCN(CC)CCCNC(=O)c1ccc(CSc2nc3ccncc3[nH]2)cc1
74	-6.8	4.8	CCOC(=O)/C(C#N)=C\C=C1C=CN(C)C=C1
75	0.72	8.9	COc1ccc2nc3cc(Cl)ccc3c(Nc3cc(CN4CCCC4)c(O)c(CN4CCCC4)c3)c2n1
76	1.4	0.1	Cc1cc(C)c(NC(=O)c2ccc3c(c2)CCN3S(C)(=O)=O)c(C)c1
77	-0.81	-0.8	Cc1nc2ccccc2c(=O)n1/N=C1\C(=O)N(C)c2ccccc21
78	-0.57	-0.9	Cc1cccc(N(C)C(=O)C2CCCN2S(=O)(=O)c2cccc3nsnc23)c1 (stereo not given)
79	-1.3	-1.7	COCC(C)n1c(SCc2cc(C(=O)OC)c(C)o2)nc2ccccc2c1=O (stereo not given)
80	2.4	8.6	COc1ccccc1NC(=O)Nc1nc(CC(=O)N2CCN(c3ccccc3)CC2)cs1
81	1.8	-0.3	Cc1ccc(NS(=O)(=O)c2cccc3nsnc23)cc1[N+](=O)[O-]
82	-0.39	-1.5	Cc1cccc(N(C(=O)CCC(=O)Nc2cc(C)on2)C(C(=O)NC2CCCC2)c2cccnc2)c1 (stereo not given)
83	-0.55	0.3	Cc1nc(N2CCN(C(=O)c3cccs3)CC2)c2c3c(sc2n1)CCCC3
84	0.33	-1.5	O=C(N/N=C/c1ccccc1Cl)c1cccc(F)c1
85	2.6	-1.7	CNS(=O)(=O)c1ccc(NC(=O)c2ccoc2C)cc1
86	-1.6	-2.8	O=C(Nc1ccccc1O)c1ccc(Cl)cc1
87	-0.21	-1.7	CCCCOC(=O)C1CCCC(C)N1 (stereo not given)
88	-1.3	-0.8	CCOC(=O)N/N=C/c1cc(C)n(-c2cccc3ccccc23)c1C
89	-2.7	0.4	CC(=O)Nc1nc(C)c(C(C)=O)s1
90	2.5	0.1	O=C(Nc1cccc(Cl)c1)c1ccc(OC(=S)N2CCOCC2)cc1

(list continues)
entry	Kir21 block	STK33 kinase inh	SMILES
91	1.4	-1.2	COc1cc(CNC(=O)C2CCC(=O)N(C3CCCCCC3)C2)cc(OC)c1 (stereo not given)
92	0	0.2	Cc1cc(NC(=O)COC(=O)c2cccc(O)c2)no1
93	0.21	0.9	COc1ccc(/C=C/C(=O)Nc2cccc(N3CCOCC3)c2)cc1OC
94	-6.9*	0.9	N#C/C(=C\c1cccc(Br)c1)C(=O)N1CCCCC1
95	1.8	-0.3	O=C(O)C1CSC(c2coc3ccccc3c2=O)N1 (stereo not given)
96	0.31	0.7	CC1NC(=O)N(C)[C@@H]2NC(=O)N(C)C(c3ccc([N+](=O)[O-])cc3)[C@@H]12 (stereo not given in full)
97	0.29	-1.7	O=C(CNS(=O)(=O)c1ccc(Cl)cc1)OCC(=O)N1CCCc2ccccc21
98	-3	-0.6	CC(C)N=C(Nc1ccc(Cl)cc1)c1cccnc1
99	0.05	-0.9	c1cncc(CNc2ncnc3sc4c(c23)CCCC4)c1
100	-1.4	0.2	CCn1cc(C(=O)NCc2ccc(C)o2)c2cc(OC)c(OC)cc2c1=O
101	-1.6	-2.6	Cc1ccc(-n2ncc3c2CCCC3NC(=O)c2ccccc2N2CCOCC2)cc1C (stereo not given)
102	-1.8	2.4	COc1ccc(C2=NN(c3nc4ccccc4s3)C(=O)/C2=C\N(C)C)cc1
103	-1.5	-1.2	COc1cc(C2CC(=O)c3c(ccc4ccccc34)N2)ccc1O (stereo not given)
104	0.54	-0.9	C/C(=N/NC(=O)c1cc(Cl)ccc1O)C12CC3CC(CC(C3)C1)C2
105	1.5	-3.5	O=C(Nc1cccc(S(=O)(=O)N2CCOCC2)c1)c1cc2c(s1)CCC2
106	-0.01	-0.9	COC(=O)c1ccccc1NC(=O)c1cc(-c2ccc(O)cc2)on1
107	0.61	0.6	COc1ccc(Cl)cc1NC(=O)C(C)OC(=O)c1ccc(NS(=O)(=O)c2ccc3[nH]c(=O)[nH]c3c2)cc1 (stereo not given)
108	1.7	-1.5	COc1cc(C(=O)Nc2ccc(Oc3ncnc4sc(-c5ccccc5)cc34)cc2)cc(OC)c1OC
109	-0.38	-2.2	Cn1c(=O)n(C)c2cc([N+](=O)[O-])c(N3CCN(S(=O)(=O)c4ccc5ccccc5c4)CC3)cc21
110	-0.37	-2.4	CN(Cc1nc2ccccc2n1C)C(=O)c1ccco1
